Screening data deposited in PubChem by National Center for Advancing Translational Sciences (NCATS).
N370S GC – N370S glucocerebrosidase modulation, Gaucher chaperone candidate; P04062; N370S GC spleen homogenate, 4MU-glucoside fluorescence; Potency, µM (series often up to 59.4 µM), inactives show at the top dose activity change, negative = inhibition, hits mostly inhibitors; hit rate 0.092% among 330,000; AID 2101;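 note: 0% = full enzyme activity and -100% = no enzyme basal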
FEN1 inhibitor – blocks human flap endonuclease 1; Recombinant FEN1 flap cleavage, fluorescence, 15 min; Potency, µM (series often up to 114 µM), inactives show at the top dose activity change, negative = inhibition, usual class: inhibitors; P39748; hit rate 0.35% among 390,000; AID 588795; note: nearly all actives have a fitted effect of over 65% in size
Target sequence (P39748 whole entry, looked up): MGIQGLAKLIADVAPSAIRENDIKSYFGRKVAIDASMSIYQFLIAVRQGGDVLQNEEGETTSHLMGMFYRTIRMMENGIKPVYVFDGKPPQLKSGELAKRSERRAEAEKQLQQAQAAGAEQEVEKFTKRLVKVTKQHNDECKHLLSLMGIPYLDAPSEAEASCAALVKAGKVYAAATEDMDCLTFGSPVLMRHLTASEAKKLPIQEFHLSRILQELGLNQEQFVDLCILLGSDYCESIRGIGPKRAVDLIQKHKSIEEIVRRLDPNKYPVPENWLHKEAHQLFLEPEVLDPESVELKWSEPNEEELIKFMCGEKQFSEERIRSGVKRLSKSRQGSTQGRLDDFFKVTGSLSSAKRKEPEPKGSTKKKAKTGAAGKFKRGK
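Quantitative HTS format: each compound was titrated, incubated with 10 nM nuclease for 15 min at room temperature, then challenged with flap substrate at 50 nM final. Signal change over 15 min gave concentration–effect curves.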
TDP1 block – inhibitors of human tyrosyl-DNA phosphodiesterase TDP1. hit rate 0.28% among 350,000. Potency, µM (series often up to 130 µM), for the others: at the top dose activity change, negative = inhibition, actives largely listed as inhibitors. recombinant TDP1, AlphaScreen DNA substrate cleavage. Q9NUW8; note: nearly all actives have a fitted effect of over 40% in size
Target sequence (Q9NUW8 whole entry, looked up): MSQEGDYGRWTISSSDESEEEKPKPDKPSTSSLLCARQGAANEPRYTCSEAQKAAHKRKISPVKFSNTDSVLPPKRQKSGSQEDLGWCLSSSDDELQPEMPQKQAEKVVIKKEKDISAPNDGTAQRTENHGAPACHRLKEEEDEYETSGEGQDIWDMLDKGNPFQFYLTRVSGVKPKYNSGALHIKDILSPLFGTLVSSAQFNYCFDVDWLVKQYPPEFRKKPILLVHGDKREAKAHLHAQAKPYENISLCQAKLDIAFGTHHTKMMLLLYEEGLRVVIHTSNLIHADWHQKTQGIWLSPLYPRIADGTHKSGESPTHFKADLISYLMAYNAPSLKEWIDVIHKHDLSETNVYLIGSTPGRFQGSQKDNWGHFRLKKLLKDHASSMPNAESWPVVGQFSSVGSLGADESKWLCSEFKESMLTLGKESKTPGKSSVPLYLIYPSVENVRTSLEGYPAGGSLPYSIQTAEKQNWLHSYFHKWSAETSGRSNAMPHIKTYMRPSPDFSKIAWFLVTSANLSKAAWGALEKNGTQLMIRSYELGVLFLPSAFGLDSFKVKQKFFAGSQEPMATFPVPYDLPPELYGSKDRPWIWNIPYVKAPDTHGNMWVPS
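Enzyme-compound mixtures sat 15 min at room temperature, followed by a 5 min reaction with 15 nM final substrate and 10 min with AlphaScreen beads. Recombinant human Tdp1 was used at 1 nM final.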
An asterisk follows results filed as active; ? = inconclusive; nt = not tested or not shown; & = joins results of further samples; [ ] = another dose, or the depositor's remark. Calls come from the whole dose curve; as a rule, active = well fitted curve in the direction sought with a large enough effect; inconclusive = small, poorly fitted or top-dose-only effect, or another doubt; inactive = no such curve, though single readings can be large; an effect the other way counts as inactive or inconclusive. Unless noted, % is set by controls: 0 for no effect and ±100 for the full control effect; potency is the fitted concentration of half-maximal effect.

smiles,N370S GC,FEN1 inhibitor,TDP1 block
O=[N+]([O-])c1cc(S(=O)(=O)N2CCCC2)ccc1NCCCN1CCOCC1,-9%,-2%,3%
Cc1ccc(-n2ncc3c2CC(C)(C)CC3NC(=O)CCCN2CCCC2=O)cc1 (stereo unspecified),6%,22%,2%
Cc1cccc(-n2c(N)cc(=O)nc2SCC(=O)Nc2cc(C)on2)c1,-1%,9%,6%
COc1ccc(NC(=O)Nc2cc(C)ccn2)cc1,nt,-17%,0%
O=C(COc1ccc(S(=O)(=O)N2CCOCC2)cc1Cl)NC1CCCCC1,-14%,0%,2%[56.1 µM]
COc1ccc(S(=O)(=O)N(Cc2cc3cc(C)ccc3[nH]c2=O)CC2CCCO2)cc1 (stereo unspecified),18%,10%,2%
Cc1cc(/C=N/NC(=O)Cn2c3ccccc3c(=O)c3ccccc32)c(C)n1-c1ccc(Cl)cc1,24%,2%,5%
COc1ccc(C(=O)OCC(=O)c2ccc(Cl)s2)c(OC)c1OC,-12%,-4%,nt
CCCN(CC1CCCO1)C(=O)c1cc(COc2ccc(F)cc2F)on1 (stereo unspecified),0%,6%,3%
CCS(=O)(=O)c1c(Nc2cc(C)ccc2C)sc(C(=O)c2ccccc2)c1N,nt,-10%,5%

(cont.)
smiles,N370S GC,FEN1 inhibitor,TDP1 block
CC(=O)Nc1nonc1-c1nnc(SCC(=O)Nc2ccccc2)n1-c1ccccc1,nt,-3%,4%
COC(=O)C(C)NC(=O)C1CCCN1C(=O)CNC(=O)OCc1ccccc1 (stereo unspecified),-4%,-4%,nt
COCC(C)n1c(C)cc(C(=O)COC(=O)c2ccc(N3CCCC3=O)cc2)c1C (stereo unspecified),7%,-21%,1%
O=C(COC(=O)CC(c1ccccc1)c1ccccc1)Nc1ccc(F)c(F)c1,12%,nt,5%
CC(=O)NCCc1ccc(S(=O)(=O)Nc2cccnc2)cc1,-2%,10%,5%
Cc1cccnc1NC(=O)c1ccc(Cl)c(S(=O)(=O)N2CCCC2)c1,-1%,-9%,1%
CCOc1ccc(NC(=O)Cc2c(O)c3ccccc3[nH]c2=O)cc1,-1%,5%,2%
Cc1ccc(CCNC(=O)C2CCCN(S(=O)(=O)c3c(C)noc3C)C2)cc1 (stereo unspecified),-2%,1%,4%
O=C(CCN1N=C(c2ccccc2)CCC1=O)NC1CCCC1,-3%,14%,3%
C[C@H](CO)N1C[C@H](C)[C@@H](CN(C)S(=O)(=O)c2ccc(F)cc2)Oc2c(NC(=O)Nc3ccc(C(F)(F)F)cc3)cccc2C1=O,nt,-18%,2%

Later entries
smiles,N370S GC,FEN1 inhibitor,TDP1 block
CCOc1ccccc1N1CCN(C(=O)c2ccc(OCC(=O)N3CCOCC3)c(OC)c2)CC1,-7%,-7%,3%
COc1ccc(C(=O)N2CCCC(Nc3ccc(C)c(C)c3)C2)cc1F (stereo unspecified),-6%,-2%,1%[56.1 µM]
COc1ccccc1OCCNC(=O)/C=C/c1ccc([N+](=O)[O-])cc1,-4%,-6%,-3%
Cc1occc1-c1n[nH]c(=S)n1-c1ccccc1,10%,-2%,0%
COc1cc(OC)c(NC(=S)Nc2cccc(C(C)=O)c2)cc1Cl,9%,-6%,8%
Cc1ccc(-c2nc(-c3cc4cccc(OCc5ccc(F)cc5)c4oc3=O)no2)cc1,nt,-1%,3%
CCCCN1C(=O)NC(NC(=O)C2CC2)(C(F)(F)F)C1=O (stereo unspecified),6%,11%,4%
Cn1c(SCc2ccon2)nc2ccccc2c1=O,7%,10%,-1%
CCC1CCCCN1C(=O)Cn1c(=O)n(CCCCCC(=O)NCc2ccccc2)c(=O)c2sccc21 (stereo unspecified),nt,-7%,3%
CCCCC(=O)Nc1ccc(C(=O)Nc2ccc3c(c2)OCO3)cc1,4%,-9%,4%

More compounds follow:
smiles,N370S GC,FEN1 inhibitor,TDP1 block
CC1=CCC(Cc2nc3ccccc3o2)C1(C)C (stereo unspecified),-1%,-4%,2%
O=C(COc1ccc(F)cc1)N1CCc2ccccc2C1,2%,0%,6%
Cc1sc2ncn(CC(=O)N(C)c3ccc(C(C)C)cc3)c(=O)c2c1S(=O)(=O)N1CCC(C)CC1,nt,3%,0%
CC(NC(=O)Cc1ccc(NC(=O)N2CCCCc3ccccc32)cc1)c1ccccc1 (stereo unspecified),nt,1%,5%
CCCN1C(=O)c2[nH]nc(-c3cc(Cl)c(C)cc3O)c2C1c1ccc(O)c(OC)c1 (stereo unspecified),15%,-2%,8%
CCc1nnc(SCC(=O)NC2CC2)n1CC,-13%,18%,2%[56.1 µM]
COc1cc(C(=O)Nc2nc(C)c(Cc3ccc4c(c3)OCO4)s2)cc(OC)c1OC,-16%,-2%,-4%
O=[N+]([O-])c1ccccc1S(=O)(=O)NCc1cccnc1,-5%,-2%&3%,1%
CCOc1ccc(NC(=O)Cn2c(=O)oc3cc(Cl)ccc32)cc1,-3%,7%,nt
Cc1c2ccccc2nc2c(F)c(NC(C)C)c(F)c(F)c12,-7%,-20%,1%

More records:
smiles,N370S GC,FEN1 inhibitor,TDP1 block
O=c1c(Cc2ccc(Cl)cc2Cl)c(O)ccn1Cc1ccc(Cl)cc1,-3%,14%,3%
O=S(=O)(c1ccc(N2CCN(c3ccc(F)cc3)CC2)cc1)N1CCCC1,nt,4%,2%
Cc1ccc(/C=N/NC(=O)c2cc(-c3cccnc3)nc3ccccc23)cc1,1%,-1%,5%
CCCNC(=O)NS(=O)(=O)c1ccc(Cl)cc1,6%,35%[activator],-3%
C/C(CCN1CCc2nc(-c3ccccc3)c(-c3ccccc3)cc2C1)=N\O[C@@H](C)c1cc(-c2c(C)cc(C)cc2C)no1,-2%[12.8 µM],-5%,6%[21 µM]
Cc1ccc(NC(=O)CN(C)Cc2ccc(F)cc2)c([N+](=O)[O-])c1,4%,-18%,6%
COc1ccc(NC(=O)CN2CCN(S(=O)(=O)N3CCCCCC3)CC2)cc1,-1%,2%,nt
CCOC(=O)N1CCC(NC(=O)C2CCCN(c3nc4ccccc4o3)C2)CC1 (stereo unspecified),5%,-14%,5%
Cn1nc(C(C)(C)C)cc1C(=O)Nc1nc2c(s1)C(=O)CC(C)(C)C2,-2%,-8%,5%
CCn1c(COc2ccccc2C)nnc1SCC(=O)OC,4%,-3%,4%

(more compounds)
smiles,N370S GC,FEN1 inhibitor,TDP1 block
COc1ccc(CC(=O)OCC(=O)Nc2cc(S(=O)(=O)N3CCOCC3)ccc2N2CCCC2)cc1,9%,-2%,4%
O=C(COC(=O)c1cccc(C(=O)OCC(=O)NC2CC2)n1)NC1CC1,?,-4%,5%
O=C(c1cn(-c2ccccc2)nc1-c1cccs1)N1CCOCC1,6%,-2%,4%
NC(=O)c1ccccc1OCc1nnc(-c2ccccc2Br)o1,-1%,14%,1%
CCc1cc2ccccc2nc1SCC(=O)N1CCN(C(=O)c2ccco2)CC1,21%,9%,2%
CC(Oc1ccccc1Cl)C(=O)N(Cc1cccs1)C1CCS(=O)(=O)C1 (stereo unspecified),-4%,14%,nt
CCN(CC)C(=O)C1CCN(Cc2ccc(OCc3ccccc3)cc2)CC1,-21%,1%,nt
O=C1CCC(C(=O)N2CCCC2)CN1Cc1cccc(C(F)(F)F)c1 (stereo unspecified),1%,15%,3%[56.1 µM]
CC(NS(=O)(=O)c1ccc(F)cc1)C(=O)Nc1ccc2c(c1)OCCO2 (stereo unspecified),-8%,0%,2%
NS(=O)(=O)c1ccc(CNc2nc(-c3cccnc3)nc3ccccc23)cc1,-30%,-24%,nt

Further compounds follow.
smiles,N370S GC,FEN1 inhibitor,TDP1 block
CCOc1ccc(CCNC(=O)c2sc3nc4n(c(=O)c3c2C)CCCC4)cc1OCC,nt,7%,6%
CC1=C(c2ccc(Cl)cc2)S(=O)(=O)NC1=NCCCN1CCN(c2cc(C)ccc2C)CC1,nt,2%,9%
O=C(NCc1ccccn1)C(=O)Nc1cccc2ccccc12,1%,0%,1%
O=C(OCC#CCSc1nnc(-c2cccc3ccccc23)o1)c1ccco1,6%,-5%,0%
Cc1ccc(Cl)cc1-n1ncc2c(N3CCC(C)CC3)ncnc21,nt,-13%,3%
CCC(C)NC(=O)[C@H]1N2C(=O)c3ccccc3C2SC1(C)C (stereo partly specified),-11%,-20%,nt
CN1c2ccccc2C(O)=C(C(=O)Nc2ccccc2)S1(=O)=O,-2%,-12%,0%
CCOCCCn1c(=S)[nH]c2cc(C(=O)N3CCOCC3)ccc2c1=O,8%,-3%,7%
CC(c1ccccc1)C1OCC(C[N+]2(C)CCCCC2)O1 (stereo unspecified),-9%,3%,5%
Cc1onc(-c2c(F)cccc2Cl)c1C(=O)NC(=S)NCc1cccnc1,-6%,-6%,6%

Later entries.
smiles,N370S GC,FEN1 inhibitor,TDP1 block
O=C(CN1CCN(CC(=O)Nc2ccc3c(c2)OCO3)CC1)Nc1ccc(F)cc1,-4%,0%,8%
COc1ccc2c(c1)c1c(c(=O)n(-c3cccc(C)c3)c(=O)n1CC(=O)NCc1ccc(C)cc1)n2C,nt,-1%,3%
Cc1cc(C)c(NC(=O)Cn2nc(-c3ccccc3)nc2-c2ccccc2)c(C)c1,0%,-1%,-3%
O=C(Nc1ccccc1)N1CCC(c2nc(-c3ccc(S(=O)(=O)N4CCOCC4)cc3)no2)CC1,3%,-11%,3%
CCCN(CCC)CC(O)COc1ccccc1C(=O)Nc1ccccc1 (stereo unspecified),-15%,-5%,nt
CCC1CCCCN1CCCNC(=O)C1CCN(S(=O)(=O)N2CCC3(CC2)OCCO3)CC1 (stereo unspecified),-4%,21%,0%
COc1ccc(OCc2nnc(NC(=O)Nc3ccc(F)cc3)s2)cc1,7%,23%,2%
CCOc1ccc(-c2nc(N)ncc2-c2ccc(OC)cc2)c(O)c1,3%,-8%,5%
CCN(CC)S(=O)(=O)c1ccc(N2CCOCC2)c(NC(=O)c2cc([N+](=O)[O-])ccc2Cl)c1,17%,-14%,6%
CCC1Oc2ccccc2N(CC(=O)NCCCN2CCCCC2C)C1=O (stereo unspecified),nt,-1%,1%

Following part:
smiles,N370S GC,FEN1 inhibitor,TDP1 block
COC(=O)/C=C(\C)NC(=O)c1ccc(F)cc1,5%,3%,-5%
Cc1ccc(C)c(NC(=O)Cn2nnc(C(=O)NCCc3ccccc3)c2N)c1,nt,-11%,-3%
COc1ccccc1-c1coc2c(CN3CCC(C)CC3)c(O)ccc2c1=O,?,10%,nt
COc1ccc(Cl)cc1C(=O)NCCc1ccc(S(=O)(=O)NC(=O)NC2CCCCC2)cc1,-2%,0%,4%
C[n+]1c(/C=C/c2ccc3c(c2)OCO3)ccc2ccccc21,-6%,0%,4%
CCCCCCSc1ccc([C@@H]2[C@H]3C(=O)N(CC)C(=O)[C@H]3[C@]3(C(=O)OC)CCCCN23)cc1,nt,-7%,-1%
O=C(Nc1ccccc1)N1CCSc2ccccc21,5%,-13%,5%
CCc1nc2cc(CC(=O)O)ccc2o1,4%,9%,-1%
Cc1cc(C)c(S(=O)(=O)NCC(=O)NCc2ccccn2)c(C)c1,2%,3%,-10%
Cc1cc[n+](CC(=O)c2cccs2)cc1,-3%,-6%,5%

(list continues)
smiles,N370S GC,FEN1 inhibitor,TDP1 block
CCOc1ccc(C2CC(=O)c3c([nH]c(C(=O)OC4CCCCCC4)c3C)C2)cc1 (stereo unspecified),nt,-3%,-1%
O=C(Cc1ccc(Cl)cc1)Nc1ccc(S(=O)(=O)Nc2ncccn2)cc1,4%,-2%,6%
Cc1c(Nc2nc3ccccc3nc2NS(=O)(=O)c2cccs2)c(=O)n(-c2ccccc2)n1C,-13%,-5%,5%
C[C@@H](c1ccccc1)N1C(=O)[C@@H]2[C@H]3C(=CC[C@H]2C1=O)C(=O)[C@H]1O[C@H]1[C@H]3O,2%[12.8 µM],nt,1%[21 µM]
CCc1nc(SCC(=O)OC)c2c3c(sc2n1)COC(C)(C)C3,-22%,-2%,nt
Nc1nonc1-c1nc2ccccc2n1CC(=O)O,22%,-16%,2%
Cc1ccc(NC(=O)CSc2ccc3c(c2)OCCO3)c(O)c1,-19%,4%,3%

No enrichment for hits; 0.53% or so of the library scored in one or more.
